aSyn yeast rescue – qHTS of alpha-syn Inhibitors: NCGC Sytravon Library Screen; actives 0.02% (n = 94,000); AID 1347070, 2019; S. cerevisiae alpha-synuclein toxicity rescue, BacTiter-Glo growth, 24 h; Potency, µM (doses to about 46.1 µM), for inactives: at the top dose growth rescue (activation), hits mostly activators; active = well fitted activation curve with a large enough effect; inconclusive = small, poorly fitted or top-dose-only effect; also: 0% is about no effect
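Growth restoration measured by BacTiter-Glo luminescence after 24 hr at 30 deg C; alpha-synuclein yeast, raffinose-pregrown to mid-log, were added at OD600=0.02 in galactose medium onto pinned compounds.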
* = called active by the depositor; u = inconclusive. Potency is read from the fitted curve at half-maximal effect.

| Molecule | aSyn yeast rescue |
| --- | --- |
| CCCNC(=O)C1CCC(Cn2c(=O)c3sccc3n(CC(=O)NCc3ccccc3)c2=O)CC1 (stereo not given) | 3% |
| CCN1CCN(CCCNC(=O)c2cc3c(s2)-c2c(C)cccc2OC3)CC1 | -13% |
| COc1ccc(CNC(=O)C2CCCN(c3nnc(C)c4c(C)n(-c5ccc(C)cc5)nc34)C2)cc1 (stereo not given) | 4% |
| Cc1ccc(C)c(NC(=O)Cn2cc(C(=O)c3ccco3)c3ccccc32)c1 | 3% |
| CC[n+]1c(C)sc2cc(OC)ccc21 | 1% |
| O=C(NCc1ccco1)c1ccc2c(c1)N(Cc1cccc(Cl)c1)C(=O)c1ccccc1S2=O (stereo not given) | 0% |
| COc1ccc(CCNc2nc(SCc3ccccc3Cl)nc3ccccc23)cc1OC | -18% |
| COc1ccccc1N1CCN(CCCNc2cc(=O)n(C)c(=O)n2C)CC1 | -9% |
| COc1ccc(CC(=O)NCC(c2cccs2)S(=O)(=O)c2ccc(Cl)cc2)cc1 (stereo not given) | 24% |
| Cc1[nH]n2c(=O)cc(-c3ccc(Cl)cc3)nc2c1-c1ccccc1 | -7% |
| COc1cc(C(c2c(C)[nH][nH]c2=O)c2c(C)[nH][nH]c2=O)ccc1OC(=O)c1ccccc1F | -6% |
| CCc1nnc(NC(=O)CSc2nc3c([nH]c4ccccc43)c(=O)n2-c2ccc(OC)cc2)s1 | -2% |
| CCOCCCNC(=O)C(=O)Nc1c2c(nn1-c1ccc(OC)cc1)CSC2 | 5% |
| CCOC(=O)N1CCc2c(sc3c2c(=O)n(Cc2ccccc2)c(=O)n3CC(=O)Nc2ccc(F)cc2)C1 | 7% |
| CCOc1ccc(NC(=O)Cn2cc(C(=O)c3ccco3)c3ccccc32)cc1 | 8% |
| COc1ccc(-n2ccn(CC(=O)Nc3ccc(C)c(C)c3)c(=O)c2=O)cc1OC | -1% |
| O=C(CC1N=C2c3ccccc3N=C(SCc3ccc(F)cc3)N2C1=O)NC1CCCCC1 (stereo not given) | u |

In the list so far, seven have a halogen.
| Molecule | aSyn yeast rescue |
| --- | --- |
| O=C(NCc1ccco1)c1ccc2c(c1)N(Cc1cccc(Cl)c1)C(=O)c1ccccc1S2=O (stereo not given) | 0% |
| COc1ccc(CCNc2nc(SCc3ccccc3Cl)nc3ccccc23)cc1OC | -18% |
| COc1ccc(CC(=O)NCC(c2cccs2)S(=O)(=O)c2ccc(Cl)cc2)cc1 (stereo not given) | 24% |
| Cc1[nH]n2c(=O)cc(-c3ccc(Cl)cc3)nc2c1-c1ccccc1 | -7% |
| COc1cc(C(c2c(C)[nH][nH]c2=O)c2c(C)[nH][nH]c2=O)ccc1OC(=O)c1ccccc1F | -6% |
| CCOC(=O)N1CCc2c(sc3c2c(=O)n(Cc2ccccc2)c(=O)n3CC(=O)Nc2ccc(F)cc2)C1 | 7% |
| O=C(CC1N=C2c3ccccc3N=C(SCc3ccc(F)cc3)N2C1=O)NC1CCCCC1 (stereo not given) | u |

Source: PubChem BioAssay (National Center for Advancing Translational Sciences (NCATS))

This is a subset, so the mix of outcomes need not match the whole.
